Screening results: PubChem BioAssay, several laboratories
Efa HMGR inh: inhibitors of class II HMG-CoA reductase from Enterococcus faecalis; AID 1066; purified E. faecalis HMGR, NADPH absorbance 340 nm kinetic; actives 0.41% (n = 190,000); inhibition, % at 10 µM;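 active means inhibition above a set limit, the median over all tested compounds plus 3 SD, cut at about 9.5% in these data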;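 further: enzyme runs in reverse so mevalonate oxidation gives rising NADPH absorbance; 0% = complete reaction with DMSO and 100% = background rate lacking mevalonate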
PMI act: increases human mannose-6-phosphate isomerase activity; P34949; purified human PMI, coupled resazurin fluorescence, 20 min; stronger effect = higher value; 1 = vehicle control, 0 substrate-free wells; activation factor at 20 µM; actives 0.005% (n = 190,000);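 active means activation factor of 2 or more at 20 µM, relative to plate controls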
TNAP inh noacc: inhibitors of human TNAP without phosphate acceptor. purified TNAP, CDP-star luminescence, 30 min. inhibition, % at 20 µM. actives 0.26% (n = 200,000);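 active means tissue-nonspecific alkaline phosphatase inhibition above about 50% at 20 µM in the single-dose screen, limit read from the data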;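 further: 0% = DMSO negative control and 100% = EDTA positive control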
TNAP act hi DEA: TNAP (human) activation, high acceptor; activation factor at 20 µM; 200,000 tested, under 10 active; purified TNAP, CDP-star luminescence, 1 M DEA, 30 min; stronger effect = higher value; 0 = EDTA background, 1 = DMSO-only activity; AID 1136;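 active means activation factor at least 2 at 20 µM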
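Assay system: human TNAP; Input: enzyme diluted 1/800 final; Reagent: CDP-star luminogenic substrate at 100 µM final; Timing: 30 min, room temperature; Signal: luminescence; Evaluation: TNAP activation factor scaled between EDTA and DMSO control wells.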
G6PDH CS: L. mesenteroides G6PDH inhibition counter-screen; Purified L. mesenteroides G6PDH, diaphorase/resazurin coupled fluorescence, 45 min; inhibition, % at 5 µM; actives 0.12% (n = 200,000); AID 1020; in the data active means inhibition above about 50%
Diaph inh CS: diaphorase inhibition or chemical oxidation counter-screen; diaphorase resazurin-to-resorufin fluorescence, NADH, 16 min; bacterial (C. kluyveri) enzyme, not human; inhibition, % at 20 µM; actives 0.69% (n = 190,000);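 active means primary screen inhibition at 20 µM above a set limit, cut at about 50% in these data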;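 further: plate controls were DMSO with full reaction for no effect and wells lacking NADH for full effect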
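Test system: Clostridium kluyveri diaphorase enzyme / Quantity: diaphorase at 0.14 U/mL in enzyme working solution / Incubation: 16-min room-temperature incubation before reading / Benchmarks: NADH-free wells as positive control, DMSO-only neutral wells / Signal: resorufin fluorescence 544/590 nm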
PMI act hi M6P: activators of human phosphomannose isomerase at near-saturating mannose 6-phosphate; AID 1216; activation factor at 20 µM; actives 0.34% (n = 190,000); coupled PMI enzyme assay, resazurin fluorescence, 20 min; stronger effect = higher value; 1 = untreated enzyme, 0 = substrate-free blank; P34949;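 active means activation factor of 2 or more at 20 µM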
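Test system – human PMI in coupled enzyme assay · Timing – 20 min incubation at room temperature · Detection – Diaphorase-driven resazurin-to-resorufin fluorescence, excitation 544, emission 590 nm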
Diaphorase act: counter-screen for diaphorase-based assays: diaphorase activators and chemical reducers; Diaphorase/resazurin coupled assay, resorufin fluorescence, 16 min; stronger effect = higher value; 1 = vehicle wells, 0 = NADH-free wells; activation factor at 20 µM; AID 1229; actives 0.005% (n = 190,000);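 active means diaphorase activity raised at least twofold by the compound at 20 µM; inactive means activation factor below 2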
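Material: Clostridium kluyveri diaphorase, purified enzyme; Quantity: enzyme 0.07 U/mL final; Medium: HEPES pH 7.4 buffer with MgCl2 and Tween 20; Dosing: single compound dose of 20 µM, 1% DMSO final; Schedule: 16 min reaction at room temperature; Measured by: red resorufin fluorescence at 544/590 nm excitation/emission.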
TNAP inh hiacc: TNAP (human) inhibition, high acceptor. P05186. purified TNAP, CDP-star luminescence, 1 M DEA. inhibition, % at 20 µM. actives 0.03% (n = 200,000);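 active means over 50% inhibition of tissue-nonspecific alkaline phosphatase at 20 µM in the single-dose screen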;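 further: plate controls were DMSO wells for no effect and EDTA-quenched wells as full inhibition for full effect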
FLuc act counter: firefly luciferase counter-screen for stimulation assays; 200,000 tested, under 10 active; ATPlite luciferase biochemical, luminescence, 10 min; 0 = ATP-free wells, 1 = DMSO control; activation factor at 10 µM; P08659;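 active means luciferase activation factor, scaled between plate controls, of at least 2 with compound at 10 µM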
Target sequence (P08659 whole entry, looked up): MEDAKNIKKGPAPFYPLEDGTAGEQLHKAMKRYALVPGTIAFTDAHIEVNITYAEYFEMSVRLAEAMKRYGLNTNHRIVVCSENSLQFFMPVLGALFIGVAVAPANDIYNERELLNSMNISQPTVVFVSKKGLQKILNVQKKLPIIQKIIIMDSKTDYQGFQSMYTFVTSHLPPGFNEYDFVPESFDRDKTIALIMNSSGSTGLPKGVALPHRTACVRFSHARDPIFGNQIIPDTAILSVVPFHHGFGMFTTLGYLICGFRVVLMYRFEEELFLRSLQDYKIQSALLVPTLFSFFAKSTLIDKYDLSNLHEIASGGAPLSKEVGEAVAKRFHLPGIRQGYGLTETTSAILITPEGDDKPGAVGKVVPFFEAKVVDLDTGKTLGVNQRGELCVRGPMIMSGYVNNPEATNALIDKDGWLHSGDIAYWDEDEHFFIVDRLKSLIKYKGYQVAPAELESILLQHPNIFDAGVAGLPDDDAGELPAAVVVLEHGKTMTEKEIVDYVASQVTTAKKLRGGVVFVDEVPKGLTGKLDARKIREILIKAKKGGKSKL
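System: Luciferase/luciferin detection reagent, cell-free biochemical luciferase assay | Medium: PBS buffer for ATP | Dosing: Test compounds dosed from 2 mM stocks in 100% DMSO | Timing: 10 min at ambient temperature | Signal: Luminescence measurement of luciferase light output | Evaluation: Luciferase activation, seen as luminescence increase over controls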
* marks the source's active call; other numbers are inactive results; x = no result given. An unsorted share of the library, and some 1.7% of all compounds hit somewhere here.

Structure	Efa HMGR inh	PMI act	TNAP inh noacc	TNAP act hi DEA	G6PDH CS	Diaph inh CS	PMI act hi M6P	Diaphorase act	TNAP inh hiacc	FLuc act counter
CN(CCO)c1cc(N2CCN(C(=O)c3ccco3)CC2)c2nonc2c1[N+](=O)[O-]	-6	0.9	18	0.8	-8	13	0.9	0.9	16	1.1
O=C(NCc1cccs1)C1CCN(c2nccs2)CC1	1	1	-13	1.1	0	24	0.9	0.8	-8	1
CCN1CCCC1CNC(=O)C(=O)NC1CC1 (stereo not drawn)	-3	1	-9	1	30	2	1	1	-4	1
Cc1ccc(-n2nnnc2SCC(=O)NNC(=O)c2ccco2)cc1C	-3	1	-36	1	6	-3	1	1	-2	1.1
Cc1csc(NC(=O)Cc2ccccc2[N+](=O)[O-])n1	2	1.1	-11	1	2	12	1.1	0.9	-4	1
CC1(C)Oc2ccccc2OC1(O)c1ccc2ccccc2n1 (stereo not drawn)	-2	1.1	0	1	8	6	1.1	0.9	-2	1.1
CSc1ccccc1C(=O)Nc1c(C)cccc1C	1	1	-7	1.1	6	3	1.1	1	-6	1.1
Cc1cc(/C=C(/C#N)c2nc3ccccc3[nH]2)c(C)n1-c1cccc([N+](=O)[O-])c1	2	0.9	3	1	10	31	1.1	0.7	1	0.9
C[C@H](C(=O)O)c1n[nH]c(=O)c2ccccc12	-2	1	0	1.1	10	16	0.9	0.8	-5	1.1
Cc1ccccc1Nc1nnc(SCC(=O)NC(=O)NCc2ccco2)s1	-9	1	-7	1.1	1	24	0.9	0.8	-7	1.1
O=C(COC(=O)C1CC1)c1c[nH]c2ccccc12	-2	0.9	-13	1	-6	14	0.9	0.9	-5	0.8
CCOC(=O)N1CCN(C(=O)CSCC(=O)Nc2nc(-c3ccc(Cl)s3)cs2)CC1	-9	1	-7	1	7	21	0.9	0.8	1	1
O=S(=O)(c1ccc(-c2csc(-c3cccnc3)n2)cc1)N1CCCCC1	-4	1.1	-5	1	2	7	1	0.9	-1	1
CCN1CCN(Cc2ccc(NC(=O)Nc3cccs3)cc2)CC1	-9	1.2	-9	1	-1	-1	1	1	-1	0.3
O=C(O)c1ccc(-n2nnnc2SCc2ccccc2)cc1	-1	1	-7	1	1	2	1.1	1	-3	1
COc1cccc(C2=NOC(C(=O)Nc3ccc(OC)c(OC)c3)C2)c1 (stereo not drawn)	5	0.9	-9	1	4	4	0.9	1	-2	1
Cc1cc(N/C(=N/S(=O)(=O)c2ccc(F)cc2)c2ccccc2)n(-c2ccccc2)n1	0	1.1	-7	1.1	6	27	1	0.7	-5	1
COC(=O)C1=C(C)NC(=O)NC1c1ccccc1 (stereo not drawn)	-3	1.1	-3	1	-2	12	1.1	0.9	-3	1.1
CCOC(=O)CC1=NN(c2ccccc2)C(=O)/C1=C\c1ccc(OC)cc1OC	-1	0.6	3	1	12	0	0.8	1	2	1.1
O=C(/C=C/c1ccco1)OCC1CCCN2CCCCC12 (stereo not drawn)	-2	x	-4	1	10	x	x	x	-4	1
CCc1nnc(NC(=O)CSc2nnc(COc3cccc(C)c3)o2)s1	-8	0.9	-6	1	1	9	1	0.9	-4	1
CC1CN(C(=O)c2cc3c(s2)CCC3)CC(C)O1 (stereo not drawn)	-8	0.9	4	0.9	0	3	0.8	1	5	0.9
O=C(CC1(O)C(=O)Nc2ccccc21)c1cccc(-n2cccc2)c1 (stereo not drawn)	-9	1	-8	1	3	-4	1	1	-4	1.1
CC(=C\c1ccccc1)/C=C1/SC(=S)N(CCC(=O)Nc2ccccn2)C1=O	-4	1	23	0.9	-2	8	0.9	0.9	8	1.1
Cc1ccc(C(=O)N/C(=C/c2cccs2)C(=O)NCC2CCCO2)cc1 (stereo not drawn)	-1	1	-8	1	3	0	1	1	-3	1
O=C(N1CCOCC1)N1CCN(c2ccccc2)CC1	-4	1	-14	1.1	4	10	1	0.9	-7	1.1
COc1ccc(OC)c(C2C3=C(N=C4SCC(=O)N42)c2ccccc2CC3)c1 (stereo not drawn)	0	0.9	-10	1.1	15	18	0.7	0.8	-7	1
COc1ccc(C(=O)NN/C(C)=C/C(=O)C(F)(F)C(F)(F)C(F)(F)F)cc1	-3	1.1	-28	1	0	6	1.3	0.9	-1	1
CC(OC(=O)c1cc2sccc2n1C)C(=O)NCCc1ccccc1 (stereo not drawn)	-4	1	-9	1	3	14	1	0.9	-3	1.1
COCCn1c(SCC(=O)Nc2ccccc2)nc2c1c(=O)[nH]c(=O)n2C	-2	0.9	-13	1	-14	19	0.9	0.8	-1	1

Next part, overlapping the part above by 4 compounds.
Structure	Efa HMGR inh	PMI act	TNAP inh noacc	TNAP act hi DEA	G6PDH CS	Diaph inh CS	PMI act hi M6P	Diaphorase act	TNAP inh hiacc	FLuc act counter
COc1ccc(OC)c(C2C3=C(N=C4SCC(=O)N42)c2ccccc2CC3)c1 (stereo not drawn)	0	0.9	-10	1.1	15	18	0.7	0.8	-7	1
COc1ccc(C(=O)NN/C(C)=C/C(=O)C(F)(F)C(F)(F)C(F)(F)F)cc1	-3	1.1	-28	1	0	6	1.3	0.9	-1	1
CC(OC(=O)c1cc2sccc2n1C)C(=O)NCCc1ccccc1 (stereo not drawn)	-4	1	-9	1	3	14	1	0.9	-3	1.1
COCCn1c(SCC(=O)Nc2ccccc2)nc2c1c(=O)[nH]c(=O)n2C	-2	0.9	-13	1	-14	19	0.9	0.8	-1	1
Fc1ccc(/C=N/n2c(-c3cccs3)n[nH]c2=S)cc1	1	0.9	40	1	22	29	0.9	0.7	-3	1
Cc1ccc(NC(=O)Cn2nc(-c3ccccc3)nc2-c2ccccc2)c(C)c1	-10	0.9	-35	1.1	-7	6	1	0.9	-8	1.1
CCOC(=O)c1cc2ccc(OC)c(OC)c2c(=O)s1	-7	1	-6	1	-9	7	1	0.9	-5	1
O=C(O)c1cnn(-c2nc(-c3cccc(F)c3)cs2)c1C(F)(F)F	-4	1.3	-61	1.1	12	-14	1.1	1.1	-5	1
CC(C)=CCC/C(C)=C/C=N/NC(=O)c1ccc([N+](=O)[O-])cc1	0	1	-26	1	7	5	0.9	1	0	1.1
COc1ccccc1NC(=S)NC(=O)CCCOc1ccc(Cl)cc1Cl	2	0.8	-9	1.1	-2	20	0.9	0.8	-6	1.1
O=C(NCc1ccccn1)C1CCCN(Cc2cnn(-c3ccccc3)c2-n2cccc2)C1 (stereo not drawn)	0	1	-11	1.1	4	1	1	1	-6	1.1
COC(=O)c1ccc(N2CCN(S(=O)(=O)c3c(C)cc(C)cc3C)CC2)c([N+](=O)[O-])c1	1	0.9	2	1	-33	28	0.9	0.7	-3	1.1
CCNS(=O)(=O)c1ccc(NC(=O)c2cc(C(F)(F)F)nn2C)cc1	-7	1.1	-4	1	7	2	1.1	1	2	1
Cc1ccc(CCNC(=O)C23C[C@H]4C[C@@H](C2)CC(n2nnc(C)n2)(C4)C3)cc1	-3	1	-14	1	4	8	1	0.9	-4	1
Cc1ccc(NC(=O)NCC2CCN(Cc3cccc(Cl)c3)CC2)c(Cl)c1	-4	1.1	-55	1.1	1	-6	1.1	1.1	-7	1.1
CCOC(=O)c1sc(-c2ccc(C)cc2)c(C#N)c1C	-7	1	-10	1.1	-2	22	0.9	0.8	-5	1
COc1ccc(NC(=O)N2CCC(Cc3ccccc3)CC2)cc1	7	0.9	-3	1	11	18	0.9	0.8	-3	0.9
CC1CCN(CC(=O)N2CCCc3c2c(=O)oc2ccc(OCc4ccccc4)cc32)CC1	-4	1	-9	1	1	22	0.9	0.8	2	1
O=C(CSc1nnc(-c2cnccn2)n1Cc1ccco1)c1ccccc1	2	1.1	-9	1	3	9	1	0.9	-2	1
NC(=O)Nc1ccc(C(=O)OCC(=O)NC2CCCCC2)cc1	2	1.2	-7	1	3	6	1.1	0.9	-1	1.1
O=C(Nc1cccc(F)c1)C1CCN(C(=O)c2ccccc2Cl)CC1	-1	1	-7	1	2	-3	1	1	-4	1
Cc1ccc(C2(c3noc(CN(C)CCO)n3)CCCC2)cc1	-4	1	-8	1.1	15	1	1.1	1	-7	1.1
O=C(NCCOC(=O)c1ccc(Cl)c(S(=O)(=O)N2CCCCC2)c1)c1ccncc1	-2	1	-3	1	0	7	1	0.9	-3	1
Cc1cc(C)cc(C(=O)N2CC(=O)Nc3ccccc32)c1	1	1	-9	1	1	-4	1	1	-5	1.1
